SENP6 block = blocks the human protease SENP6; Recombinant SENP6 catalytic domain, aminoluciferin luminescence; inhibition, % at 10 µM; AID 2599; 330,000 compounds, 1.8% hits;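 active means inhibition above about 50% at the single tested dose, limit read from the data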;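 further: plate controls were DMSO wells with enzyme for no effect and DMSO wells lacking enzyme for full effect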
SENP8 block-1 = SENP8 (human) protease inhibition; inhibition, % at 20 µM; Q96LD8; 360,000 compounds, 0.64% hits; recombinant SENP8, Nedd8 substrate fluorescence; AID 602440; in the data active means inhibition mostly above about 40%, no sharp cut-off; inactive means mostly below about 27%
Target sequence (Q96LD8 whole entry, looked up): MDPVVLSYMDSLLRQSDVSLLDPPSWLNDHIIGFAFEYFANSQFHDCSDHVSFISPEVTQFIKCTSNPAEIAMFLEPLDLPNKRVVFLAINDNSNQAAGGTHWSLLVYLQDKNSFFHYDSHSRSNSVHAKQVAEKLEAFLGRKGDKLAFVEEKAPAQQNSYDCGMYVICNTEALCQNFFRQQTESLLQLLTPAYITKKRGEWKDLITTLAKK
UBC13 polyUb = human UBC13 polyubiquitination inhibition; P61088; UBC13 polyubiquitin chain formation, TR-FRET; inhibition, % at 20 µM; 330,000 compounds, 0.47% hits; in the data active means inhibition above about 45%, passing the limit was not always enough
Target sequence (P61088 whole entry, looked up): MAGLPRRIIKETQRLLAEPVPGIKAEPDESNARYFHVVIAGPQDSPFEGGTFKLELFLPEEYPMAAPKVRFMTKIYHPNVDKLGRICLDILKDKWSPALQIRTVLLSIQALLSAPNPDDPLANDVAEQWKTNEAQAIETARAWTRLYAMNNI
HKDC1 inhibitor = inhibitors of human hexokinase HKDC1; Q2TB90; 340,000 compounds, 0.16% hits; recombinant HKDC1, G6PDH/diaphorase resazurin coupled fluorescence; AID 493160; inhibition, % at 20 µM;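 active means inhibition above about 35% when tested at 20 µM, limit read from the data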;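 further: plate controls were DMSO wells with enzyme for no effect and DMSO wells lacking enzyme for full effect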
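Material – in-house recombinant HK5 (HKDC1) enzyme · Quantity – HKDC1 at 5 µg/mL · Buffer or medium – pH 8.0 Tris buffer with 10 mM MgCl2 · Reagent – glucose with 1 mM ATP · Dosing – single 20 µM dose · Times – reaction time 90 min, room temperature, protected from light · Technique – resorufin fluorescence at 613 nm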
SENP1 FRET inh = SENP1 (human) catalytic domain inhibition; inhibition, % at 10 µM; 360,000 compounds, 0.21% hits; recombinant SENP1 catalytic domain, CyPet-SUMO1-YPet FRET cleavage;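 active means inhibition at least 30% at 10 µM, raw YFP signal under a set limit, fluorescence ratio 0.5 to 1.5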;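 further: 0% = enzyme with DMSO and 100% = no enzyme wells; some results filed as inactive read as strong as hits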
Target sequence (Q9P0U3 419-644 limits assumed): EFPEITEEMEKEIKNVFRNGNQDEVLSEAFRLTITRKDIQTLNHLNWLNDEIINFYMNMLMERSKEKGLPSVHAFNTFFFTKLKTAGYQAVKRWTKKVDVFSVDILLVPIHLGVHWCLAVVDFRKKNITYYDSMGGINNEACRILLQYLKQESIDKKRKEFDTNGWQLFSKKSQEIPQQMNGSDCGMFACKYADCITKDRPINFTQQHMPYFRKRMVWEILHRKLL
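Test system: recombinant human SENP1 catalytic domain, His6-tagged / Medium: pH 8 Tris buffer with EDTA, NaCl, BME, BSA, NP40, catalase / Also added: SUMO1 FRET substrate flanked by Cypet and Ypet, 25 nM / Times: 50 min reaction at room temperature / Signal: FRET, CFP and YFP emission / Control set: no-enzyme low control and enzyme-plus-DMSO high control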
SENP7 inh = inhibitors of human SENP7 protease | Q9BQF6 | recombinant SENP7, Z-RLRGG-aminoluciferin luminescence, 40 min | inhibition, % at 5 µM | 330,000 compounds, 1.5% hits | AID 434973;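 active means inhibition above about 50% at the single test dose, limit read from the data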;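 further: plate controls were DMSO with enzyme for no effect and no enzyme buffer wells for full effect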
Target sequence (Q9BQF6 706-1050 limits assumed): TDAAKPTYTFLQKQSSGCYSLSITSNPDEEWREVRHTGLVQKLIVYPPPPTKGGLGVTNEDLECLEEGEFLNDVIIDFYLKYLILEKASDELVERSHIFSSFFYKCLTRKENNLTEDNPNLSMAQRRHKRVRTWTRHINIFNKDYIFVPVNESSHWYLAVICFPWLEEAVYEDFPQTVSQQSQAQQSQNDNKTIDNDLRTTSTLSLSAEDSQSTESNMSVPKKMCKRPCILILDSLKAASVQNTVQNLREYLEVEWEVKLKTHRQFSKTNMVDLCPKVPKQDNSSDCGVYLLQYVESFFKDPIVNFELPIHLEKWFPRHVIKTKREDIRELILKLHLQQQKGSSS
beta cell repl = inducers of beta-cell replication in MIN6 cells. proliferation, % at 10 µM. 330,000 compounds, 0.29% hits. MIN6 cells proliferation, ATPlite luminescence, 48 h; cells starved in 0.2% serum; 100% = growth in 10% serum. AID 2380;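 active means compounds whose signal lies at least 3.5 SD above the mean of all wells on their plate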;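 further: 0% = DMSO-treated cells in low-serum medium and 100% = 10% serum control; some compounds called inactive have numbers as strong as hits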
PfG6PD inh = PfG6PD (Plasmodium falciparum) enzyme inhibition | inhibition, % at 20 µM | 350,000 compounds, 0.78% hits | AID 504690 | PfGluPho enzyme, NADPH resazurin-diaphorase fluorescence;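 active means inhibition reaching at least a set limit at 20 µM in the primary screen, cut at about 59% in these data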;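 further: 0% = DMSO wells with substrate and 100% = DMSO wells lacking glucose-6-phosphate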
SENP8 block-2 = inhibitors of human SENP8 protease | Q96LD8 | purified SENP8, Z-RLRGG-aminoluciferin cleavage, luminescence | inhibition, % at 10 µM | 330,000 compounds, 1.2% hits | AID 2540; in the data active means inhibition above about 50%
An asterisk follows results filed as active; x = not tested or not shown.

SMILES,SENP6 block,SENP8 block-1,UBC13 polyUb,HKDC1 inhibitor,SENP1 FRET inh,SENP7 inh,beta cell repl,PfG6PD inh,SENP8 block-2
CSCCC(NC(=O)COc1ccccc1)C(=O)N(C)Cc1ccc(F)cc1 (stereo not drawn),-21,-3,-14,-1,0,-1,-1,4,-3
CC1CCCC(C(=O)OCc2ccccc2)N1 (stereo not drawn),-7,40,0,4,1,-3,-1,-8,-5
O=C1NC(c2ccccc2)=C(c2nc3ccccc3s2)C(c2ccc(F)cc2)N1 (stereo not drawn),-2,-69,8,14,0,4,-6,-3,-6
CC/C(Cc1ccccc1)=N/NC(=O)CCn1nnc2ccccc21,5,20,4,-7,0,-1,0,-3,3
Cc1c(C(C)C[C@H](C)O)oc(=O)c2c1Oc1c(C)c(C(C)C[C@H](C)O)oc(=O)c1C2 (stereo partly drawn),20,4,-5,-4,0,9,1,-15,3
COc1ccc(-n2nnnc2SCC(=O)NC2CCS(=O)(=O)C2)cc1 (stereo not drawn),-8,16,6,1,-1,-3,0,3,-4
COc1ccc(NC2CCCN(C(=O)c3cc(CC(C)C)nc(N)n3)C2)cc1 (stereo not drawn),7,-23,-6,4,-1,0,1,4,5
COc1ccc(C(=O)OCC(=O)c2ccc(CNC(C)=O)s2)cc1,-20,4,-8,-7,2,-14,-3,4,-19
NC(=O)CSc1nnnn1-c1cccc(Cl)c1,-7,29,10,-8,-1,0,0,10,-2
O=C(COC(=O)CN1C(=O)NC2(CCCC2)C1=O)Nc1ccc(C(F)(F)F)cc1[N+](=O)[O-],1,14,-2,-3,-1,-3,-1,8,-3
CSc1nc(Oc2ccc(F)cc2)c2ccccc2n1,-3,-28,9,-7,3,-1,4,-14,2
CCn1cnc2c1c(=O)n(CC(=O)NCC(F)(F)F)c(=O)n2Cc1ccccc1,5,2,-6,-6,-1,3,-4,-8,-4

Reprinted at random: four entries already listed, in no set order.
SMILES,SENP6 block,SENP8 block-1,UBC13 polyUb,HKDC1 inhibitor,SENP1 FRET inh,SENP7 inh,beta cell repl,PfG6PD inh,SENP8 block-2
COc1ccc(C(=O)OCC(=O)c2ccc(CNC(C)=O)s2)cc1,-20,4,-8,-7,2,-14,-3,4,-19
CCn1cnc2c1c(=O)n(CC(=O)NCC(F)(F)F)c(=O)n2Cc1ccccc1,5,2,-6,-6,-1,3,-4,-8,-4
O=C1NC(c2ccccc2)=C(c2nc3ccccc3s2)C(c2ccc(F)cc2)N1 (stereo not drawn),-2,-69,8,14,0,4,-6,-3,-6
O=C(COC(=O)CN1C(=O)NC2(CCCC2)C1=O)Nc1ccc(C(F)(F)F)cc1[N+](=O)[O-],1,14,-2,-3,-1,-3,-1,8,-3

(cont.)
SMILES,SENP6 block,SENP8 block-1,UBC13 polyUb,HKDC1 inhibitor,SENP1 FRET inh,SENP7 inh,beta cell repl,PfG6PD inh,SENP8 block-2
Cc1cccc(N2CCN(C(=O)c3nn(C)c4c3CS(=O)(=O)c3ccccc3-4)CC2C)c1 (stereo not drawn),-13,9,4,-1,0,2,2,11,2
COc1cc(C2C3=C(CCCC3=O)Nc3c2c(C)nn3-c2cccc(C)c2)cc(OC)c1O (stereo not drawn),-1,16,11,14,-6,1,-4,27,0
CCOc1ccc(C(=O)NCC(c2cccs2)N(C)C)cc1OCC (stereo not drawn),-2,4,-6,13,-3,-5,-3,8,-5
CN1C(=O)/C(=C2\SC(N3CCCCCC3)=NC2=O)c2ccccc21,-12,13,-72,22,2,-3,-4,37,-23
CC1CCCCN1C(=O)CSc1nc(N)nc(N)n1 (stereo not drawn),-2,3,-4,-8,-2,-12,-3,-6,-4
CCOc1ccc(N(C(C)C(=O)N2CCCCCC2)S(C)(=O)=O)cc1 (stereo not drawn),13,2,5,-7,0,-13,0,27,-1
CC1(c2ccc(Cl)cc2)NC(=O)N(CC(=O)NCc2ccc(F)cc2)C1=O (stereo not drawn),-12,4,3,-4,0,-8,-4,-9,-6
CC(=O)c1ccc(-c2ccc(-c3cc(=O)oc4c(C(C)C)ccc(C)c34)cc2)cc1,x,4,x,-2,2,-10,x,10,x
O=C(CN1CCN(Cc2ccccc2)CC1)Nc1nc2ccccc2s1,-10,15,9,-5,0,5,-1,-7,-1
CCOc1ccccc1Nc1nnc(SCC(=O)NC(Cc2c[nH]c3ccccc23)C(=O)O)s1 (stereo not drawn),-11,-13,-18,-1,-1,-4,-4,-10,-5
Cc1cccc(NC(=O)[C@@H]2CCCN2C(=O)OC(C)(C)C)c1C,-8,1,4,-1,0,4,0,3,0
Cc1ccc2c(c1)C(=O)C(=O)N2CCOc1ccccc1,-16,18,15,13,0,0,-5,11,-4
O=C(Oc1cc(=O)oc2ccccc12)c1cccnc1Cl,-1,10,-6,-6,1,1,2,-7,1
CCN(CC)S(=O)(=O)c1ccc2oc(C(=O)N3CCCCCC3)c(C)c2c1,2,25,-16,2,2,-4,-1,-15,-5
Cc1cc(=O)n2nc(N3CCCC(C(=O)NC(C)c4ccccc4)C3)sc2n1 (stereo not drawn),16,18,-13,-3,0,2,-1,7,3
COc1cccc(-n2c(C)nc3c(cnn3-c3ccc(Cl)cc3)c2=O)c1,-4,15,4,-1,1,3,-4,1,-5
CCCCNC(=O)CSc1nnc(-c2c[nH]c3ccccc23)n1CC1CCCO1 (stereo not drawn),9,6,0,-3,0,-3,4,-2,-13
COc1cc(SC)ccc1C(=O)Nc1cc(C)c(OCC(=O)N2CCOCC2)c(C)c1,-7,3,-5,6,0,13,2,-3,-6
COc1ccccc1C(=O)COC(=O)c1cc(S(=O)(=O)N2CCCCC2)ccc1N1CCOCC1,-31,3,19,1,2,-12,0,1,-15
CC(C)OCCCn1c(=N)c(C(N)=S)cc2c(=O)n3ccccc3nc21,26,-359,-11,6,-22,-2,-6,46,5
COc1ccc(S(=O)(=O)N2CCCC2C(=O)Nc2nccs2)cc1 (stereo not drawn),3,3,3,-16,-2,-4,1,11,9
Cc1ccc(S(=O)(=O)N2CCN(C(=O)CC(C)n3cncn3)CC2)cc1 (stereo not drawn),-13,-3,7,-3,0,9,0,0,2
COc1ccccc1NS(=O)(=O)c1ccc2oc(=S)[nH]c2c1,6,12,6,-4,-1,-5,0,-19,6
CC(C)c1ccc(NC(=O)C2CCCN2S(=O)(=O)c2ccccc2F)cc1 (stereo not drawn),-10,12,0,2,1,-8,-3,11,-11
CN(C)CCCCOc1ccccc1-c1ccccc1,-20,16,-13,-6,0,-9,-4,-16,-9
COc1ccc(C2N(Cc3ccccc3)CC(=O)N2/N=C(\C)c2ccccc2)cc1 (stereo not drawn),1,15,9,10,0,0,0,6,-1
O=C(Nc1ccc([N+](=O)[O-])cc1)c1ccccc1,18,18,-2,-6,2,10,-3,6,16
Cc1ccc(C(=O)COC(=O)CN2C(=O)C3C4CCC(C4)C3C2=O)cc1C (stereo not drawn),10,8,9,-5,2,-9,0,12,-6
O=C(CC(C(=O)O)c1cccc(Cl)c1)c1ccccc1 (stereo not drawn),1,19,0,-3,2,6,-2,-19,-2
S=c1[nH]nc(-c2cccnc2)n1C1CCCCC1,-6,11,-1,-5,0,2,0,28,-10
COc1ccc(CN2CCN(CCCc3ccccc3)CC2)c(OC)c1,5,x,-2,x,x,13,1,x,3
CCCC(c1nnnn1C(C)(C)CC)N(CCCO)Cc1cc2cc(C)cc(C)c2[nH]c1=O (stereo not drawn),-2,-370,3,-4,-16,0,-2,21,-3
CCN(CC)c1ccc(C(=O)NNC(=O)CCc2nc3ccccc3c(=O)[nH]2)cc1,-17,-74,1,-5,-6,3,1,-5,-7
COc1ccc(OC)c(C(C)NC(C)=O)c1 (stereo not drawn),2,5,-3,8,0,3,3,0,5
COC(=O)C1CCCCN1C(=O)c1cc(COc2cccc3cnccc23)on1 (stereo not drawn),0,-35,4,x,-11,6,-7,x,-3
COc1ccc(-c2nc3ccccn3c2/N=C/c2ccc(OC)c(OC)c2)cc1O,0,-402,1,-5,-26,-4,0,0,-11
CC(C)(C)C(=O)NC(C(N)=O)=C(Cl)Cl,10,8,6,-3,1,1,0,1,-7
O=C(NC1CCCC1)c1cccc(S(=O)(=O)N2CCCC2)c1,-1,9,15,-5,2,-7,4,-2,3
OC(COCc1ccccc1)COCc1ccccc1,x,18,x,-2,1,x,x,-11,x
CN(C(=O)c1ccc(NC(=O)Cc2ccc(NC(=O)C3CCCN(S(=O)(=O)c4cccc([N+](=O)[O-])c4)C3)cc2)cc1)C1CCCC1 (stereo not drawn),x,9,x,-1,3,x,x,-24,x
O=C(NCc1ccccc1)c1ccc(S(=O)(=O)N2CCCC2)cc1,-16,12,-1,-8,1,2,-1,8,9
COC(=O)Cn1c(C)nc2ccccc21,0,10,8,4,2,-1,-3,-2,-1
c1cncc(-c2nc3ccccc3s2)c1,46,14,-4,-8,4,46,0,-10,10
Cc1cc(=O)oc2c(N)c(O)ccc12,-6,-99,1,-2,4,-3,-1,16,6
COCc1c(C(=O)NCCOc2ccc(Cl)cc2)oc2ccccc12,0,10,8,-5,3,-5,-4,20,4
O=C(COC(=O)CN1C(=O)c2ccccc2C1=O)Nc1ccccc1,-2,14,-6,-3,5,-13,1,-5,-8
Cc1ccc(S(=O)(=O)N2[C@@H](c3ccc4c(c3)OCO4)C(C(=O)O)=C[C@H]2CC2CCCC2)cc1,-9,-8,-9,7,-15,-3,-2,-13,8
COc1ccc2nc(C)cc(Nc3ccc(C(=O)O)cc3)c2c1,-50,-103,-8,0,-1,-14,-3,20,-1
CSc1cccc(NS(=O)(=O)c2ccc3c(c2)NC(=O)C(C)C(=O)N3)c1 (stereo not drawn),-2,9,1,-5,3,-6,-1,2,-3
Cn1c(CC(=O)Nc2ccccc2)nnc1SCC(=O)Nc1ccc(N2CCOCC2)cc1,-18,-1,-4,-5,3,-5,0,-13,-9
CCCCC(C(=O)O)C(C)CC(=O)Nc1ccn(-c2ccccc2)n1 (stereo not drawn),-2,24,-6,-3,0,-1,0,-16,3
O=c1c2c3c(sc2n(CCN2CCCCC2)c(=O)n1Cc1ccco1)CCCCC3,-6,15,14,4,-2,6,-5,8,-1
CN(CC(=O)Nc1ccccc1Cl)C(=O)COC(=O)c1cc([N+](=O)[O-])ccc1N1CCOCC1,-9,18,-10,-5,-1,8,-3,4,-1
CC1=CC(=C(C#N)c2nc3ccccc3s2)C=C(C)N1CC1CCCO1 (stereo not drawn),82*,34,-8,11,-35,18,-5,11,26
COC(=O)/C(C#N)=C/c1ccc(-c2ccc(S(N)(=O)=O)cc2)o1,1,-131,2,4,-80,-4,3,22,7
COc1cccc(C2C(C(=O)OC(C)C)=C(C)Nc3ncnn32)c1 (stereo not drawn),2,12,-2,-2,1,-3,-1,2,-2
N#C/C(=C\Nc1ccc2c(c1)OCCO2)c1nc2ccccc2[nH]1,-25,-308,-7,7,-106,11,-4,10,-9
O=C(CS(=O)c1ccc(C(F)(F)F)cc1[N+](=O)[O-])Oc1ccccc1 (stereo not drawn),-6,25,-19,9,-1,-13,0,1,2
O=C(CN1C(=O)NC2(CCc3ccccc32)C1=O)NCCc1ccccc1 (stereo not drawn),2,-6,1,0,0,5,-1,7,1
